High-throughput results (PubChem)
AMA1 RON2 block: qHTS for Inhibitors of AMA1-RON; Towards Development of Antimalarial Drug Lead: Primary Screen; Plasmodium falciparum AMA1 (3D7) - RON2 peptide interaction; AlphaScreen AMA1-biotinylated RON2 peptide binding; Potency, µM (doses to about 58.2 µM), inactives show top-dose activity change, negative = inhibition, actives largely listed as inhibitors; 0.2% of 360,000 active;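 further: potency means the concentration at half of the fitted maximal effect; 0% = vehicle wells and -100% = peptide control; nearly all actives have a fitted effect of over 45% in size; some results filed as inactive show a strong effect at the top dose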
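AMA1 (3D7) with his tag at 25 nM final met compounds first, then biotinylated RON2 peptide at 25 nM; detection used donor plus acceptor beads, 10 µg/mL apiece, read by AlphaScreen after 30 min at room temperature.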
Sm TGR inh: qHTS Assay for the Inhibitors of Schistosoma Mansoni Peroxiredoxins; Schistosoma mansoni thioredoxin glutathione reductase (TGR), Q962Y6; purified TGR, DTNB reduction, TNB absorbance 405 nm; Potency, µM (titrated, usually from 114 µM), without a hit: at the top dose activity change, negative = inhibition, most hits filed as inhibitors; 3% of 360,000 active; further: potency means the concentration at half of the fitted maximal effect; nearly all actives have a fitted effect of over 60% in size
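Kinetic colorimetric format: TGR-catalysed, NADPH-driven DTNB reduction monitored via TNB absorbance. Enzyme dispensed at 20 nM; compound exposure 15 min at room temperature before reaction start.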
AmpC detergent: qHTS Inhibitors of AmpC Beta-Lactamase (assay with detergent). AmpC hydrolysis of nitrocefin, absorbance 480 nm, 0.01% Triton. Potency, µM (series often up to 114 µM), for inactives: at the highest dose activity change, negative = inhibition, usual class: inhibitors. 0.041% of 370,000 active. AID 485294, 2010;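 further: potency means the concentration at half of the fitted maximal effect; 0% = no-compound wells and -100% = no-enzyme wells; nearly all actives have a fitted effect of over 25% in size; some results filed as inactive show a strong effect at the top dose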
Target sequence (P00811 whole entry, looked up): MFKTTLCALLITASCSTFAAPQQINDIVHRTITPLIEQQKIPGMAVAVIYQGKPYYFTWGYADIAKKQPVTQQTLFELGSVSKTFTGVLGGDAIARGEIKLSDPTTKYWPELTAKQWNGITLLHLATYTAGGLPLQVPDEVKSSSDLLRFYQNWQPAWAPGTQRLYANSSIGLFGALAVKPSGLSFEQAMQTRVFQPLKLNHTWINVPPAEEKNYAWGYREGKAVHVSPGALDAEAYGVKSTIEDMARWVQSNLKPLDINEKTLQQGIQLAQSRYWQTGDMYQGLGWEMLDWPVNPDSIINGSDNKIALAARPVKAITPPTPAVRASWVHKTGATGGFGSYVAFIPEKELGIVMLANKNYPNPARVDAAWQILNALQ
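20 mM phosphate pH 7.0 + 0.01% (detergent screen) or 0.0001% Triton X-100; 5.3 nM AmpC reagent; cpd preinc 15 min RT; nitrocefin (800 uM stock) to start; A480 q20 s × 4 min; Activity was normalised to no-enzyme and no-compound control wells.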
Giardia FBPA inh: qHTS Assay for Inhibitors of Fructose-1,6-bisphosphate Aldolase from Giardia Lamblia; 0.71% of 290,000 active; Potency, µM (highest dose often 59.6 µM), for the others: at the highest dose activity, negative = inhibition, usual class: inhibitors; purified Giardia FBPA; further: potency means the concentration at half of the fitted maximal effect; nearly all actives have a fitted effect of over 55% in size
Target sequence (A8B2U2 whole entry, looked up): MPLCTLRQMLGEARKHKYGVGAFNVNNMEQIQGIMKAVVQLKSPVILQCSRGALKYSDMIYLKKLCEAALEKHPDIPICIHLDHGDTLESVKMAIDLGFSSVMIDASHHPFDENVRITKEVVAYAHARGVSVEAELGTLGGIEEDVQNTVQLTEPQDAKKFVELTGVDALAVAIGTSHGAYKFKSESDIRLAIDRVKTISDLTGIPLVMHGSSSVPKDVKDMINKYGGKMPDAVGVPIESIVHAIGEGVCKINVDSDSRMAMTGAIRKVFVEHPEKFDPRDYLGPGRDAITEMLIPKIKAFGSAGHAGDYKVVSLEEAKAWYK
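40 nM FBPA preincubated 10 min at RT with compound (up to 57.5 uM final), then substrate plus GAPDH/TPI/NAD/arsenate coupling and diaphorase/resazurin added. Fluorescence read after 20 min at RT, 525/598 nm.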
HCMV antiviral: qHTS Assay for inhibitors of the human cytomegalovirus (HCMV); AID 1259415, 2018; HFF cells, HCMV-luciferase reporter, 72 h; active compounds read low; 4.5% of 410,000 active; activity change, negative = inhibition, % at 57.5 µM; in the data active means activity change below about -60%; inconclusive means no clear call, values can overlap the other calls; inactive means above about -39%
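Inhibition of viral replication was scored as loss of reporter luminescence in HFFs infected with HCMV-luciferase (MOI 1 PFU/cell) for 72 h; compounds tested at 2 doses, normalized to buffer and Salinomycin controls.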
HCV inhibitor: qHTS Assay for Inhibitors of Hepatitis C Virus (HCV). Huh7.5.1 HCVcc-Cre infection, luciferase reporter, 44 h. Potency, µM (series often up to 41.8 µM), without a hit: at the top dose activity change, negative = inhibition, most hits filed as inhibitors. 3.4% of 340,000 active; further: potency means the concentration at half of the fitted maximal effect
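1,000 cells/well; 4 h culture; + compound; + HCVcc-Cre (~0.5 moi); 44 h; luciferase substrate, RT 15 min; read 15 sec.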
* hit, by the source's call; ? = inconclusive; nt = no result given; & = joins results of further samples; [ ] = dose if it differs, or a comment. Unless noted, the call rests on the fitted dose curve; in most records, active means well fitted curve in the direction sought with a large enough effect; inconclusive means small, poorly fitted or top-dose-only effect, or another doubt; inactive means no such curve, though single readings can be large; an effect the other way counts as inactive or inconclusive. Unless noted, on the % scale 0 is the no-effect control and ±100 the full control effect. Hits appear at their usual frequency. About 9.3% of those tested had a hit in this group.

# | SMILES | AMA1 RON2 block | Sm TGR inh | AmpC detergent
1 | CC(NC(=O)c1ccncc1)C(C)(C)C (configuration not stated) | 13% | -10% | -1%
2 | O=C(O)/C=C\C(=O)Nc1cc(O)ccc1[N+](=O)[O-] | 9% | ? | 8%
3 | Cc1ccc(C2=NN(Cc3nnc(-c4ccccc4)o3)C(=O)SC2)cc1 | -8% | -4% | -6%
4 | Cc1cc(C)n(C(=O)c2ccc(NC(=O)CC(C)C)cc2)n1 | 0% | -29% | -7%
5 | CCOc1ccc(OCC)c(NC(=O)C2CCN(S(=O)(=O)c3ccc4c(c3)CC(C)N4C(C)=O)CC2)c1 (configuration not stated) | 12% | -6%&1% | -9%&19%
6 | CN(C)CCCN(C(=O)c1ccc(C(=O)c2ccccc2)cc1)c1nc2cc3c(cc2s1)OCO3 | -19% | 7% | 2%
7 | O=C(COc1ccc(F)cc1)Nc1cccc(OCc2cc(=O)n3ccccc3n2)c1 | nt | 0% | 21%
8 | COc1cccc(CN2C(=O)CN(C3CCCCC3)C(=O)C2c2ccc(OC)c(OC)c2)c1 (configuration not stated) | nt | 1% | -6%
9 | CCOC(=O)c1ccc(-c2c(-c3ccc4c(c3)OCO4)noc2C)cc1F | 11% | 3% | ?
10 | O=C(CCc1ccco1)CCc1ccco1 | 0% | nt | nt
11 | COc1ccc(C(=O)NCCS(=O)(=O)NCc2ccc(F)cc2)cc1 | 4% | -3% | -8%
12 | CCN(CC)c1ncc(C)c(=O)[nH]1 | 0% | -3% | 0%

# | Giardia FBPA inh | HCMV antiviral | HCV inhibitor
1 | 9% | 28 | 29%
2 | 7% | -14 | 12%
3 | 4% | -28 | ?
4 | 0% | -23 | -3%
5 | nt | ? | -15%
6 | -12% | ? | 14µM*
7 | nt | -5 | nt
8 | nt | -7 | nt
9 | 15% | 83 | ?
10 | nt | -3 | -3%
11 | nt | -9 | 2%
12 | 0% | -1 | 13%

Additional results follow.
# | SMILES | AMA1 RON2 block | Sm TGR inh | AmpC detergent
13 | CN(C)c1cccc(C(=O)N2CCCC(CCC(=O)N3CCN(c4ccccn4)CC3)C2)c1 (configuration not stated) | -16% | -2% | 6%
14 | O=C(Nc1nc(-c2ccc(Cl)cc2)cs1)C1=COCCO1 | -9% | -12% | ?
15 | CN(C)CCCN1C(=O)CSC1c1ccc([N+](=O)[O-])cc1 (configuration not stated) | 0% | nt | 6%
16 | Oc1ccc(N2CCN(c3nc(-c4cccs4)nc4ccccc34)CC2)cc1 | ? | ? | -3%
17 | CCn1nc(C)c(NC(=O)/C=C/c2ccc(OC)c(COc3ccc(Br)cc3)c2)c1C | 13% | 2% | -4%
18 | Cn1cccc1-c1cc(C(=O)O)[nH]n1 | -5% | -29% | -4%
19 | CN1c2ccccc2C(C)(C)C12C=Nc1c(cc(N3CCOCC3)c3ccccc13)O2 (configuration not stated) | -2% | -1% | -5%
20 | c1ccc(CN2CCN(C(c3ccccc3)c3nnnn3Cc3ccccc3)CC2)cc1 (configuration not stated) | ? | -5% | -4%
21 | C=CCSc1nc2sc(-c3ccccc3)cc2c(=O)n1N | 17% | 7% | ?
22 | CC(C)N1CC(COc2ccc(Br)cc2)OC1=O (configuration not stated) | 2% | 2% | 1%
23 | COc1ccc(N2C(=O)CC2(C#N)c2ccc(OCc3ccccc3)cc2)cc1 (configuration not stated) | -17% | 0% | -4%
24 | C#CCCOC(=O)N1C2=NC(C(=O)OC)=C(C(=O)OC)[C@@H]3Nc4ccccc4[C@]23C[C@H]1C(=O)OC | 14% | nt | nt

# | Giardia FBPA inh | HCMV antiviral | HCV inhibitor
13 | nt | ? | ?
14 | nt | 2 | ?
15 | -1% | 28 | 6%
16 | -1% | ? | ?
17 | -5% | -68* | ?
18 | -22% | 5 | -5%
19 | -22% | -74* | 6%
20 | 1% | -25 | ?
21 | 3% | 1 | -3%
22 | -6% | 6 | 0%
23 | 11% | 18 | 0%
24 | 2%[12.9 µM] | -2 | 17%

Next section
# | SMILES | AMA1 RON2 block | Sm TGR inh | AmpC detergent
25 | COc1ccc(N2CCN(C(=O)COC(=O)COc3ccc(C#N)cc3)CC2)cc1 | 9% | 0% | -7%
26 | COc1ccc(-c2[nH]ncc2CN2CCC(c3ccncc3)CC2)cc1F | 1% | 0% | 1%
27 | O=C(O)c1oc2ccccc2c1CSc1ccc(Cl)cc1 | 7% | -3% | ?
28 | Cc1cccc(NC(=O)CN(CC2CCCO2)C(=O)c2cc(S(=O)(=O)N(C)C)ccc2F)c1C (configuration not stated) | -3% | nt | nt
29 | Cn1c(NNC(=O)c2ccccc2F)cc(=O)n(C)c1=O | 1% | 8% | -4%
30 | CCOC(=O)CCC(=O)Nc1ccc(S(=O)(=O)N2CCCCC2)cc1 | -11% | 0% | 2%
31 | COc1ccc(N2C(=O)C(CC(=O)Nc3ccccc3)N(Cc3ccc4c(c3)OCO4)C2=O)cc1 (configuration not stated) | -7% | -1% | -2%
32 | CC(=O)c1cccc(S(=O)(=O)N2CCC(C(=O)O)CC2)c1 | 3% | ? | -10%
33 | CC(=O)Nc1ccc(CCc2nc3ccccc3[nH]2)cc1 | -5% | -12% | -7%
34 | O=C(c1cccc(NS(=O)(=O)c2cccc(F)c2)c1)N1CCN(c2ccccc2)CC1 | -3% | -1% | -12%
35 | Fc1ccc(-n2nc(-c3ccccc3)c3cnc4ccccc4c32)cc1Cl | nt | 1% | 8%
36 | O=C(CSc1n[nH]c(-c2ccccc2)n1)NC1CCCCC1 | -8% | -10% | ?

# | Giardia FBPA inh | HCMV antiviral | HCV inhibitor
25 | nt | 46 | 5%
26 | 5% | 17 | 29%
27 | 1% | -6 | 24%
28 | nt | -21 | 3%
29 | ? | 29 | 26%
30 | 1% | -31 | 1%
31 | 19% | 0 | nt
32 | 7% | -34 | 16%
33 | -16% | 19 | 23%
34 | 2% | -12 | 9%
35 | nt | 4 | nt
36 | -29% | -24 | 3%

Exported with each value named: part of the list above
31: COc1ccc(N2C(=O)C(CC(=O)Nc3ccccc3)N(Cc3ccc4c(c3)OCO4)C2=O)cc1 (configuration not stated)
  AMA1 RON2 block = -7%
  Sm TGR inh = -1%
  AmpC detergent = -2%
  Giardia FBPA inh = 19%
  HCMV antiviral = 0
  HCV inhibitor = nt

32: CC(=O)c1cccc(S(=O)(=O)N2CCC(C(=O)O)CC2)c1
  AMA1 RON2 block = 3%
  Sm TGR inh = ?
  AmpC detergent = -10%
  Giardia FBPA inh = 7%
  HCMV antiviral = -34
  HCV inhibitor = 16%

33: CC(=O)Nc1ccc(CCc2nc3ccccc3[nH]2)cc1
  AMA1 RON2 block = -5%
  Sm TGR inh = -12%
  AmpC detergent = -7%
  Giardia FBPA inh = -16%
  HCMV antiviral = 19
  HCV inhibitor = 23%

34: O=C(c1cccc(NS(=O)(=O)c2cccc(F)c2)c1)N1CCN(c2ccccc2)CC1
  AMA1 RON2 block = -3%
  Sm TGR inh = -1%
  AmpC detergent = -12%
  Giardia FBPA inh = 2%
  HCMV antiviral = -12
  HCV inhibitor = 9%

Next section:
# | SMILES | AMA1 RON2 block | Sm TGR inh | AmpC detergent
37 | Cc1ccc(NC(=O)c2c(-c3c(F)cccc3Cl)noc2C)cc1F | -5% | 0% | 1%
38 | O=C(c1ccc(Cl)c(Cl)c1)N1CCN(c2ccccn2)CC1 | 1% | 0% | -9%
39 | C=CCc1cccc2cc(C(=O)N3CCN(C(=O)c4ccccc4)CC3)c(=O)oc12 | -3% | -23% | 1%
40 | COc1ccc(S(=O)(=O)N2CCCC(C(=O)NC3CC3)C2)cc1Cl (configuration not stated) | -16% | 0% | ?
41 | Cc1cc(N2CCN(c3cccc(C(F)(F)F)c3)CC2)n2ncnc2n1 | -1% | 4% | -7%
42 | Cc1ccc(-c2noc(CCC(=O)N3CCCC3)n2)cc1 | -3% | 0% | -10%
43 | O=C(c1cnn(-c2ccc(F)cc2)c1-n1cccc1)N1CCN(c2ccc(F)cc2)CC1 | nt | 1% | 2%
44 | COc1ccc(OCCC(=O)OCC(=O)NC2CCCCC2)cc1 | -11% | nt | nt
45 | CCOC(=O)c1cnc(SC)nc1Sc1ccccc1 | 20% | -23% | -2%
46 | C=C(C)COc1ccc(-c2[nH]ncc2Oc2ccccc2OC)c(O)c1 | 15% | 0% | -5%
47 | CCOC(=O)N/N=C(/C)c1cccc(-n2cnnn2)c1 | -27% | 1% | -11%
48 | CC(C)NS(=O)(=O)c1ccc(OCC(=O)NCc2ccccc2)cc1 | 8% | 2% | -22%

# | Giardia FBPA inh | HCMV antiviral | HCV inhibitor
37 | -6% | 25 | ?
38 | 2% | -16 | 20%
39 | nt | 12 | -17%
40 | -2% | -27 | -4%
41 | -1% | -17 | 8%
42 | -3% | 40 | 10%
43 | nt | -8 | nt
44 | nt | -7 | 18%
45 | 1% | 60 | -5%
46 | 12% | 8 | ?
47 | 2% | -35 | 18%
48 | 8% | 49 | -2%

Later entries:
# | SMILES | AMA1 RON2 block | Sm TGR inh | AmpC detergent
49 | O=C(CN(c1cccc(C(F)(F)F)c1)S(=O)(=O)c1ccccc1)Nc1cccc(Cl)c1 | nt | 14% | 17%
50 | CC(=O)Nc1ccc(C(=O)N(C)C(C(=O)Nc2ccccc2)c2ccccn2)cc1 (configuration not stated) | -6% | 1% | -5%
51 | Cc1nn(Cc2ccccc2)c2c1C(c1cccc(Cl)c1)C(C#N)=C(N)O2 (configuration not stated) | -1% | 17% | -11%
52 | O=C(c1ccccc1)N1CCN(Cc2cccc(Oc3ccccc3)c2)CC1 | -18% | -5% | 4%
53 | CC(=O)Nc1ccc(C=NN=C2c3ccccc3-c3ccccc32)cc1 | -22% | nt | nt
54 | CCOc1cc(CNCC(C)C)c(Cl)cc1OCC(=O)Nc1ccccc1 | -3% | 3% | ?
55 | Cc1ccc(S(=O)(=O)/N=S(\C)CC2CC2(Cl)Cl)cc1 (configuration not stated) | -1% | -13% | -3%
56 | CCc1nnc(NC(=O)CSc2nnc3c4ccccc4n(C)c3n2)s1 | 19% | 0% | -15%
57 | COc1ccc2[nH]c(=O)c(CN(Cc3cccnc3)S(=O)(=O)c3ccccc3F)cc2c1 | 4% | 22% | 2%
58 | Cc1ccc(Cn2cc(C=O)c(-c3ccc(C)cc3)n2)cc1 | 37%[activator] | -19% | 0%
59 | Cc1ccc(NC(=O)CS(=O)CC(=O)Nc2ccccc2-c2ccc(C)o2)cc1 (configuration not stated) | -7% | -26% | -5%
60 | CC(=O)NC1(C(=O)O)CCCC1 | -10% | -2% | -4%
61 | O=C(NCCCn1ccnc1)c1ccc(Cl)c(Cl)c1 | -4% | -11% | -8%

# | Giardia FBPA inh | HCMV antiviral | HCV inhibitor
49 | nt | -66* | nt
50 | 4% | -1 | 19%
51 | -23% | -60* | ?
52 | ? | ? | ?
53 | nt | -37 | ?
54 | 7% | -37 | ?
55 | -6% | 13 | 13%
56 | 1% | -7 | -2%
57 | 9% | 5 | -14%
58 | -1% | 12 | -6%
59 | -10% | -2 | 1%
60 | -1% | -18 | 13%
61 | -5% | 109 | -24%
